Apaf-1 inh = inhibitors of human Apaf-1 apoptosome. 330,000 tested, 0.71% active. inhibition, % at 20 µM. O14727. reconstituted apoptosome caspase-3 activity, DEVD-Rh110 fluorescence; active means inhibition of at least 40% at 20 µM;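 further: plate controls were DMSO wells for no effect and DEVD-CHO caspase inhibitor wells for full effect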
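Material: reconstituted apoptosome with Apaf-1, cytochrome c, caspase-9, procaspase-3, dATP. Technique: Rh110 fluorescence intensity. Buffer or medium: pH 7.5 Hepes buffer with CHAPS, BSA, DTT. Times: 30 min plus 50 min, RT.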
UBC13 polyUb = human UBC13 polyubiquitination inhibition | UBC13 polyubiquitin chain formation, TR-FRET | inhibition, % at 20 µM | 330,000 tested, 0.47% active | AID 485273; in the data active means inhibition above about 45%, passing the limit was not always enough
Target sequence (P61088 whole entry, looked up): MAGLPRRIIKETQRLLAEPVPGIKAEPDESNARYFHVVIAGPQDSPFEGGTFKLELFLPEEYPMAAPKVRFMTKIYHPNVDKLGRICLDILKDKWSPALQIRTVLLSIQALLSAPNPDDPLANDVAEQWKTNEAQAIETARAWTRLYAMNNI
SENP6 inh = blocks the human protease SENP6; 330,000 tested, 1.8% active; Q9GZR1; Recombinant SENP6 catalytic domain, aminoluciferin luminescence; inhibition, % at 10 µM;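 active means inhibition above about 50% at the single tested dose, limit read from the data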;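 further: plate controls were DMSO wells with enzyme for no effect and DMSO wells lacking enzyme for full effect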
SENP1 inh = inhibitors of human SENP1 SUMO protease catalytic domain | recombinant SENP1 catalytic domain, CyPet-SUMO1-YPet FRET cleavage | inhibition, % at 10 µM | 360,000 tested, 0.21% active | AID 624204;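 active means inhibition at least 30% at 10 µM, raw YFP signal under a set limit, fluorescence ratio 0.5 to 1.5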;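 further: 0% = enzyme with DMSO and 100% = no enzyme wells; some results filed as inactive read as strong as hits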
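Test system: hSENP1 catalytic domain, recombinant; Amount: 20 pM final SENP1 enzyme; Medium: Tris pH 8 buffer plus EDTA, NaCl, BME, BSA, NP40, catalase; Schedule: 50 min enzyme reaction, room temperature, light-protected; Technique: FRET fluorescence in CFP and YFP emission channels; Controls: no-enzyme wells low, DMSO-plus-enzyme wells high control.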
A3G deaminase = inhibitors of human APOBEC3G DNA deaminase; 330,000 tested, 0.28% active; Q9HC16; inhibition, % at 20 µM; recombinant A3G, ssDNA deamination FAM/TAMRA fluorescence;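 active means inhibition of at least 40% at 20 µM, with no more than 30% in the related APOBEC3A deaminase screen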;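 further: plate controls were DMSO wells with A3G for no effect and wells lacking A3G enzyme for full effect; some compounds called inactive have numbers as strong as hits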
Target sequence (Q9HC16 whole entry, looked up): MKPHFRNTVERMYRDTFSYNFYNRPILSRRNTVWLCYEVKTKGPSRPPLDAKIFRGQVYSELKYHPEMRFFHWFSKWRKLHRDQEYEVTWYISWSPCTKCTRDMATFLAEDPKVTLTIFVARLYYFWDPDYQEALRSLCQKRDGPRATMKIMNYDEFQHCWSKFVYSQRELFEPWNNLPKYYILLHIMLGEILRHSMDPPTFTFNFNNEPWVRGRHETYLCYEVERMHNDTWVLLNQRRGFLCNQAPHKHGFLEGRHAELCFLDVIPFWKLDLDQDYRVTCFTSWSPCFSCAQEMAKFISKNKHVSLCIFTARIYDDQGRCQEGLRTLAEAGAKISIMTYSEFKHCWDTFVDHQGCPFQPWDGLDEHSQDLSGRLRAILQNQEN
SENP7 block = blocks the human protease SENP7 | 330,000 tested, 1.5% active | recombinant SENP7, Z-RLRGG-aminoluciferin luminescence, 40 min | inhibition, % at 5 µM | Q9BQF6;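 active means inhibition above about 50% at the single test dose, limit read from the data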;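 further: plate controls were DMSO with enzyme for no effect and no enzyme buffer wells for full effect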
SENP8 block-1 = inhibitors of human SENP8 protease. purified SENP8, Z-RLRGG-aminoluciferin cleavage, luminescence. inhibition, % at 10 µM. 330,000 tested, 1.2% active. AID 2540; in the data active means inhibition above about 50%
SENP8 block-2 = inhibitors of human SENP8 protease. 360,000 tested, 0.64% active. recombinant SENP8, Nedd8 substrate fluorescence. Q96LD8. AID 602440. inhibition, % at 20 µM; in the data active means inhibition mostly above about 40%, no sharp cut-off; inactive means mostly below about 27%
* hit, by the source's call; · = not tested or not shown.

(1) Cc1nn(CC(=O)NCCN2CCCCC2C)c(=O)c2cc(-c3ccccc3)nn12 (configuration not stated)
(2) COc1ccc(S(=O)(=O)NCc2csc(C)n2)cc1OC
(3) O=c1[nH]c2ccc(NC(=S)Nc3ccc(F)cc3)cc2[nH]1
(4) CCCCNS(=O)(=O)CCNCc1ccc(OC)cc1
(5) COc1ccc(C(CC(=O)Nc2ccccn2)N2Cc3ccccc3C2=O)cc1OC (configuration not stated)
(6) CN(Cc1ccccc1)c1nc2c(c(=O)[nH]c(=O)n2C)n1CCCc1ccccc1
(7) O=C(NC1CCCC1)C1CCN(S(=O)(=O)c2ccccc2)CC1
(8) O=C(c1ccc2c(c1)OCCO2)N1CCN(c2ncc(C(F)(F)F)cc2Cl)CC1
(9) O=C(NN1C(=O)C2C(c3ccccc3)C=CC(c3ccccc3)C2C1=O)c1cccc(Br)c1 (configuration not stated)
(10) COc1ccc(C2CC(c3ccccc3)=NN2C(=O)COC(=O)c2cc(S(=O)(=O)N3CCOCC3)ccc2Cl)cc1 (configuration not stated)

screen / no. | 1 | 2 | 3 | 4 | 5 | 6 | 7 | 8 | 9 | 10
Apaf-1 inh | 5.6 | 1.1 | -9.7 | 4.2 | -0.8 | 18.3 | -5.0 | 27.1 | 25.8 | 9.9
UBC13 polyUb | 8.5 | 3.1 | -1.8 | · | 6.3 | -2.5 | 9.7 | -6.8 | 5.2 | 6.2
SENP6 inh | 9.2 | 1.2 | -0.4 | · | 25.0 | -5.9 | 2.3 | -3.3 | -9.7 | -7.3
SENP1 inh | 0.7 | 1.5 | -8.7 | 1.3 | -23.1 | -3.2 | -0.9 | 3.2 | 40.5* | -2.2
A3G deaminase | -4.2 | 1.8 | -6.4 | -1.2 | -7.0 | 1.8 | -8.4 | 16.4 | -2.5 | -7.0
SENP7 block | -1.9 | 13.1 | 16.1 | -6.0 | 4.8 | 3.6 | 2.0 | -13.0 | 1.5 | -7.7
SENP8 block-1 | 1.0 | 4.2 | -1.9 | · | 8.2 | -4.6 | 0.6 | 1.5 | 4.3 | -10.0
SENP8 block-2 | 16.6 | 0.8 | 22.5 | -2.4 | 15.7 | 15.0 | -3.8 | 12.3 | 4.3 | 18.1

(11) CCOC(=O)N1CCC(NC(=O)c2cc(S(=O)(=O)N3CCCC3)cn2C)CC1
(12) Cc1ccccc1NC(=O)CC1SCCNC1=O (configuration not stated)
(13) Cc1cc(C(F)(F)F)c2c(n1)sc1c(O)cc(=O)[nH]c12
(14) COc1ccc(OCc2nnnn2-c2ccccc2)cc1
(15) Cn1c(SCC(=O)NC2CCCCC2)nnc1-c1cccc(N)c1
(16) CCOC(=O)c1ccc(NC(=O)COC(=O)Cc2csc(-c3ccccc3)n2)cc1
(17) COc1ccc(NC(=O)CN2CCN(CC(=O)Nc3ccccc3OC)CC2)c(OC)c1
(18) Cc1csc(NC(=O)CSc2nc(=O)n(CCCN(C)C)c3c2CCC3)n1
(19) CCN(CC)CCCn1c2c(c(SCC(=O)Nc3ccc4c(c3)OCO4)nc1=O)CCC2
(20) CC[C@@H]1CC=C[C@H]2[C@H]1C(=O)N(Cc1ccccc1)[C@H]2c1ccoc1
(21) O=C(NCCCn1ccnc1)c1ccc(N2CCCCC2)c([N+](=O)[O-])c1
(22) COc1ccccc1CNC(=O)COc1cccnc1[N+](=O)[O-]

screen / no. | 11 | 12 | 13 | 14 | 15 | 16 | 17 | 18 | 19 | 20 | 21 | 22
Apaf-1 inh | 4.1 | -3.8 | -4.6 | -10.2 | -9.7 | 11.7 | 8.1 | 0.0 | 9.7 | 13.0 | -3.1 | -3.5
UBC13 polyUb | 3.9 | 4.6 | -19.9 | 4.8 | -8.1 | -10.1 | 10.9 | -1.0 | 2.0 | -6.4 | -37.5 | -6.1
SENP6 inh | -7.0 | -4.4 | -32.7 | -4.9 | 0.8 | -8.3 | 14.9 | -3.3 | -8.1 | -12.5 | -16.8 | -3.2
SENP1 inh | -0.4 | 2.0 | 2.6 | 2.1 | -0.2 | -1.2 | -0.1 | 1.2 | 3.1 | -11.1 | 1.9 | -5.3
A3G deaminase | -2.9 | -2.0 | -4.7 | -7.4 | 7.9 | -0.7 | -5.7 | -6.5 | -4.4 | 1.1 | -5.5 | -4.4
SENP7 block | 5.7 | 0.8 | 4.9 | -4.4 | 3.0 | -11.1 | -1.4 | -4.6 | -7.5 | 0.0 | 1.9 | -3.7
SENP8 block-1 | 2.5 | -4.0 | 4.0 | -0.2 | 2.0 | -19.0 | -0.1 | 3.8 | 0.2 | -0.1 | -6.8 | 0.2
SENP8 block-2 | -1.3 | 19.4 | -72.6 | 11.1 | 8.3 | 6.3 | 17.1 | 8.3 | 15.4 | 11.8 | 30.0 | 8.3

Quoted at random: 2 entries already listed, in no set order.
(22) COc1ccccc1CNC(=O)COc1cccnc1[N+](=O)[O-]
(11) CCOC(=O)N1CCC(NC(=O)c2cc(S(=O)(=O)N3CCCC3)cn2C)CC1

screen / no. | 22 | 11
Apaf-1 inh | -3.5 | 4.1
UBC13 polyUb | -6.1 | 3.9
SENP6 inh | -3.2 | -7.0
SENP1 inh | -5.3 | -0.4
A3G deaminase | -4.4 | -2.9
SENP7 block | -3.7 | 5.7
SENP8 block-1 | 0.2 | 2.5
SENP8 block-2 | 8.3 | -1.3

Molecules from the list above that have a nitro group on carbon (two):
(21) O=C(NCCCn1ccnc1)c1ccc(N2CCCCC2)c([N+](=O)[O-])c1
(22) COc1ccccc1CNC(=O)COc1cccnc1[N+](=O)[O-]

screen / no. | 21 | 22
Apaf-1 inh | -3.1 | -3.5
UBC13 polyUb | -37.5 | -6.1
SENP6 inh | -16.8 | -3.2
SENP1 inh | 1.9 | -5.3
A3G deaminase | -5.5 | -4.4
SENP7 block | 1.9 | -3.7
SENP8 block-1 | -6.8 | 0.2
SENP8 block-2 | 30.0 | 8.3
